Screens from PubChem.
EZH2 inh – inhibitors of human EZH2/PRC2 methyltransferase | Q15910 | PRC2 H3K27 methylation, DELFIA TRF, 1 h | inhibition, % at 12.5 µM | 57,000 compounds, 0.35% hits;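 active means mean inhibition of replicates at least 50% and every single replicate also reaching 50%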;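 further: dimethyl H3K27 on biotinylated H3 21-44 peptide detected by antibody; plate controls were median neutral control wells for no effect and median positive control wells for full effect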
Target sequence (Q15910 whole entry, looked up): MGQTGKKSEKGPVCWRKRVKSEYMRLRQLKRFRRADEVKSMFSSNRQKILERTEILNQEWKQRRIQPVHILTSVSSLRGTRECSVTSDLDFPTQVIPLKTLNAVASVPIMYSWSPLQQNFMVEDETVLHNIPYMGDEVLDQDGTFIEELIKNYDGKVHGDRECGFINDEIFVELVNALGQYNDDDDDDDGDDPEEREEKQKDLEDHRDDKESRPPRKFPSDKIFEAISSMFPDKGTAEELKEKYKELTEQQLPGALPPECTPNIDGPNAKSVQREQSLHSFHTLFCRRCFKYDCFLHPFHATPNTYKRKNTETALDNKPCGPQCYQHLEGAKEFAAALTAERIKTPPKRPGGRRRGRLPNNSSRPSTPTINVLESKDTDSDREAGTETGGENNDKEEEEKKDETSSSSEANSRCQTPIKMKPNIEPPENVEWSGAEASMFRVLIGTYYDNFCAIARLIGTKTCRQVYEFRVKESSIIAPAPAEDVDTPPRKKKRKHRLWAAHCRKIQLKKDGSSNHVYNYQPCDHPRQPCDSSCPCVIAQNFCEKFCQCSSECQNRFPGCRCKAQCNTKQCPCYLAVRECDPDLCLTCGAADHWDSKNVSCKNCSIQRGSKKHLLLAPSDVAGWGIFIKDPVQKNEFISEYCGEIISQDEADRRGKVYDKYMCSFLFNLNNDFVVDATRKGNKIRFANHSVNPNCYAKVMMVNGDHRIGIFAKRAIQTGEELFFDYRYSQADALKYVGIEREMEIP
IDH1 mut inh – blocks human IDH1 R132H reductase activity | 70,000 compounds, 0.18% hits | O75874 | diaphorase/resazurin fluorescence, 60 min | inhibition, % at 10 µM; in the data active means inhibition above about 34%;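 further: 0% = DMSO and 100% = no enzyme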
* hit, by the source's call; x = not tested or not shown; & = joins results of further samples. Not all compounds are listed, so the mix of outcomes need not match the whole.

mol | IDH1 mut inh | EZH2 inh
C[C@@H]1CN([C@H](C)CO)C(=O)c2cc(N(C)C)ccc2O[C@H]1CN(C)Cc1ccc2c(c1)OCO2 | 2.0 | 3.2
C[C@@H]1CN([C@H](C)CO)C(=O)c2cccc(NS(=O)(=O)c3ccc(Cl)cc3)c2O[C@@H]1CN(C)S(=O)(=O)c1ccccc1 | 1.4 | x
Cc1ccc(S(=O)(=O)Nc2ccc3c(c2)CC(=O)N([C@@H](C)CO)C[C@@H](C)[C@H](CN(C)C(=O)Nc2cccc4ccccc24)O3)cc1 | -0.6 | x
C[C@@H]1CN([C@@H](C)CO)C(=O)CCCn2nncc2CO[C@@H]1CN(C)S(=O)(=O)c1ccc(Cl)cc1 | -0.1 | 10.7
C[C@H](CO)N1C[C@H](C)[C@H](CN(C)Cc2ccc(C(=O)Nc3ccccc3N)cc2)Oc2c(NC(=O)Nc3ccc4c(c3)OCO4)cccc2C1=O | 0.0 | -8.2
CCCN(C)C[C@@H]1Oc2ncc(C#CCN(C)C)cc2C(=O)N([C@H](C)CO)C[C@@H]1C | 3.0&-0.9 | -7.1&3.0
C[C@@H]1CN([C@H](C)CO)C(=O)c2cc(/C=C/c3ccccc3)cnc2O[C@@H]1CN(C)C(=O)c1cccc(F)c1 | -0.2 | x
COc1ccc(CN(C)C[C@@H]2Oc3c(NS(=O)(=O)c4ccc(Cl)cc4)cccc3C(=O)N([C@@H](C)CO)C[C@@H]2C)cc1 | -0.4 | -16.6
Cc1cc(C)nc(SC(C)C(=O)Nc2cccc3ccccc23)n1 (stereo not drawn) | 0.6 | 4.2
CNS(=O)(=O)c1cc(-c2nnc(Nc3cccc(O)c3)c3ccccc23)ccc1C | -0.6 | 8.9
Cc1ccc(S(=O)(=O)N(C)C[C@@H]2OCc3cnnn3CCCC(=O)N([C@H](C)CO)C[C@@H]2C)cc1 | 0.4 | -0.1
C[C@H]1CN([C@@H](C)CO)C(=O)Cc2cc(NC(=O)C3CC3)ccc2O[C@H]1CN(C)S(C)(=O)=O | -0.1 | 6.8
Cc1noc(C)c1NC(=O)N(C)C[C@H]1OCc2cnnn2CCCC(=O)N([C@H](C)CO)C[C@H]1C | 0.0 | x
Cc1cc(Cl)ccc1N(CC(=O)Nc1cc(Cl)cc(Cl)c1)S(C)(=O)=O | 0.6 | 27.1
COc1ccccc1S(=O)(=O)Nc1ccc2c(c1)OC[C@@H](C)NC[C@H](C)[C@H](OC)CN(C)C2=O | 0.1 | -1.9
CC(Sc1ncnc2sc3c(c12)CCCC3)C(=O)Nc1ccc(Br)cc1 (stereo not drawn) | 0.1 | -21.3
C[C@H]1CN([C@@H](C)CO)C(=O)Cc2cc(NC(=O)CCN3CCOCC3)ccc2O[C@H]1CN(C)C(=O)Nc1ccccc1 | -0.6 | 4.6
O=C(C[C@@H]1C=C[C@H](NS(=O)(=O)c2ccc(F)cc2)[C@H](CO)O1)N1CCc2ccccc2C1 | -0.1 | -5.8
C[C@@H]1CN([C@@H](C)CO)S(=O)(=O)c2ccc(-c3cccnc3)cc2O[C@H]1CN(C)Cc1ccccn1 | -0.1 | 0.1
COC(=O)CCCCCCC(=O)N/N=C/c1ccc(O)c(F)c1 | x | 14.4
C[C@H](CO)N1C[C@H](C)[C@H](CN(C)C(=O)Nc2ccc3c(c2)OCO3)Oc2c(NC(=O)c3ccc(-c4nccs4)cc3)cccc2C1=O | 0.3 | x
C[C@H]1CN([C@@H](C)CO)C(=O)c2cccc(NC(=O)Nc3ccc4c(c3)OCO4)c2O[C@@H]1CN(C)Cc1ccc(Cl)c(Cl)c1 | 1.0 | x
Cc1noc(C)c1NC(=O)Nc1ccc2c(c1)CC(=O)N([C@H](C)CO)C[C@H](C)[C@@H](CN(C)S(=O)(=O)c1ccc(Cl)cc1)O2 | 0.4 | x
CO[C@H]1CN(C)C(=O)c2cc(NC(=O)c3ccccc3F)ccc2OC[C@@H](C)N(C(=O)c2ccccc2F)C[C@H]1C | 0.1 | -2.4
C[C@H]1CN([C@@H](C)CO)C(=O)Cc2cc(NS(=O)(=O)c3ccc(Cl)cc3)ccc2O[C@@H]1CN(C)Cc1ccc(C(=O)Nc2ccccc2N)cc1 | -0.3 | -4.1
C[C@@H]1CN([C@@H](C)CO)C(=O)c2cccc(NS(=O)(=O)c3cn(C)cn3)c2O[C@@H]1CN(C)Cc1ccccc1 | x | 12.1
Cc1cc(C(=O)Nc2cccc3c2O[C@@H](CN(C)C(=O)Nc2ccccc2)[C@H](C)CN([C@H](C)CO)C3=O)n(C)n1 | 1.4 | 7.1
C=CCN1Cc2ccccc2[C@H]2OC(c3ccc(OCCCO)cc3)=N[C@@]2(CCS(=O)(=O)c2ccccc2)C1=O | 0.5 | 2.2
C#CCNC(=O)C1=C[C@H](C2CCCCC2)[C@@H](CCCO)[C@H](OCC)O1 | x | 0.9
C[C@H](CO)N1C[C@H](C)[C@H](CN(C)C(=O)Nc2ccc(N3CCCCC3)cc2)OCc2cnnn2CCCC1=O | -5.6 | 4.5
C[C@@H]1CCCCO[C@@H](CN(C)Cc2ccncc2)[C@H](C)CN([C@@H](C)CO)C(=O)c2cc(NS(=O)(=O)c3ccccc3)ccc2O1 | 5.0 | x
COc1cc(C2OCC3C(c4cc(OC)c5c(c4)OCO5)OCC23)cc(OC)c1OC (stereo not drawn) | 0.0 | -12.7
COc1ccccc1-c1cn(CC[C@@H]2CC[C@@H](NC(=O)C3CC3)[C@H](CO)O2)nn1 | 0.1 | -0.4
C[C@H](CO)N1C[C@H](C)[C@H](CN(C)C(=O)Nc2ccc(F)cc2)Oc2ccc(NC(=O)CCN3CCOCC3)cc2C1=O | 2.6 | -2.6
C[C@@H]1CN([C@@H](C)CO)C(=O)c2cc(NS(=O)(=O)c3ccccc3)ccc2O[C@@H]1CN(C)C(=O)Nc1cccc2ccccc12 | 0.7 | 1.3
Cc1ccc(S(=O)(=O)N[C@H]2C=C[C@@H](CC(=O)O)O[C@H]2CO)cc1 | 0.3 | 5.0
CCOC(=O)c1ccccc1NC(=O)C(C)Oc1ccc2c(C)cc(=O)oc2c1 (stereo not drawn) | 1.2 | 6.9
O=C(CC1CC1)Nc1ccc2c(c1)[C@H]1C[C@H](CC(=O)N3CCc4ccccc4C3)O[C@H](CO)[C@H]1O2 | 0.2 | 0.9
COc1cc2oc(-c3ccc(O)c(O)c3)c(OC)c(=O)c2c(O)c1OC | -1.2 | x
CO[C@@H]1CN(C)C(=O)c2ccc(NC(=O)Nc3c(C)noc3C)cc2OC[C@H](C)N(C)C[C@H]1C | 0.6 | 3.0
O=C(C[C@@H]1C=C[C@H](NC(=O)Nc2cc(F)ccc2F)[C@H](CO)O1)NCCCN1CCOCC1 | -0.1 | 6.4
O=C(C1=C[C@H](c2ccc3c(c2)OCO3)C[C@H](OCCCCO)O1)N1CCN(Cc2ccccc2)CC1 | x | -0.7
C[C@H](CO)N1C[C@H](C)[C@@H](CN(C)C(=O)CC2CC2)Oc2cc(C#CC(C)(C)O)ccc2S1(=O)=O | 0.3 | 23.8
C[C@@H]1CN([C@H](C)CO)C(=O)c2cc(C#CC3(O)CCCC3)cnc2O[C@H]1CN(C)Cc1cncnc1 | 1.4 | -2.4
CO[C@@H]1CN(C)C(=O)c2cc(NS(=O)(=O)c3ccc(C)cc3)ccc2OC[C@@H](C)N(C)C[C@H]1C | 0.1 | 8.0
C[C@H]1CN([C@@H](C)CO)S(=O)(=O)c2ccc(C#CCC3CCCC3)cc2O[C@H]1CN(C)C | -0.4 | -3.3
CC(C)CC#Cc1ccc2c(c1)O[C@@H](CN(C)S(=O)(=O)c1ccc(F)cc1)[C@@H](C)CN([C@@H](C)CO)S2(=O)=O | 0.2 | 5.0
C[C@@H]1CCCCO[C@@H](CN(C)Cc2ccncc2)[C@@H](C)CN([C@H](C)CO)C(=O)c2cc(NS(=O)(=O)c3ccc(F)cc3)ccc2O1 | 5.6 | x
CCCN1C[C@H](C)[C@@H](OC)CN(C)C(=O)c2ccc(NC(=O)c3cccc(F)c3)cc2OC[C@H]1C | 0.2 | -2.9
CO[C@@H]1CN(C)C(=O)c2ccc(NC(=O)NC(C)C)cc2OC[C@H](C)N(Cc2ccccn2)C[C@@H]1C | 0.4 | -1.5

The list goes on.
mol | IDH1 mut inh | EZH2 inh
C[C@@H]1CN([C@H](C)CO)C(=O)c2cc(NC(=O)CCCCCC(=O)Nc3ccccc3N)ccc2O[C@@H]1CN(C)Cc1ccc(Oc2ccccc2)cc1 | x | -10.9
CC(C)C(NS(=O)(=O)c1ccccc1F)C(=O)O (stereo not drawn) | -0.3 | -8.1
Cc1ccc(S(=O)(=O)N(C)C[C@@H]2Oc3ccc(NS(=O)(=O)c4ccccc4)cc3C(=O)N([C@H](C)CO)C[C@@H]2C)cc1 | 0.1 | x
CNC[C@H]1Oc2c(NC(=O)NC3CCCCC3)cccc2C(=O)N([C@H](C)CO)C[C@H]1C | 1.8 | 0.9
CC(C)NC(=O)N[C@@H]1CC[C@@H](CC(=O)NCCN2CCCC2)O[C@@H]1CO | 0.2 | -7.2
C[C@H](CO)N1C[C@H](C)[C@H](CN(C)Cc2ccccn2)Oc2ncc(-c3ccccc3)cc2C1=O | 1.3 | 21.4
Cc1ccc(S(=O)(=O)Nc2cccc3c2O[C@H](CN(C)Cc2ccncc2)[C@@H](C)CN([C@@H](C)CO)C3=O)cc1 | 5.4 | 4.3
CO[C@@H]1CC[C@@H]2CCOc3c(C#N)cccc3C(=O)N(C)C[C@H](C)C(=O)N(C)C[C@@H]1O2 | 0.2 | 4.4
O=C(CN1C(=O)c2cccc3cccc1c23)Nc1ccc(S(=O)(=O)N2CCCC2)cc1 | -0.7 | -7.0
COc1ccc(S(=O)(=O)Nc2ccc3c(c2)C(=O)N([C@@H](C)CO)C[C@H](C)[C@H](CN(C)C(=O)Nc2ccc4c(c2)OCO4)O3)cc1 | -1.8 | x
O=C(Nc1ccc(F)cc1)Nc1ccc2c(c1)[C@@H]1C[C@@H](CC(=O)N3CCCCC3)O[C@H](CO)[C@@H]1O2 | 0.0 | -6.9
CO[C@@H]1CN(C)C(=O)c2cc(NC(=O)Nc3cccc(F)c3)ccc2OC[C@@H](C)N(C(=O)Nc2c(C)noc2C)C[C@H]1C | 0.0 | -4.6
Cc1ccc(S(=O)(=O)N(C)CC(=O)Nc2ccc([N+](=O)[O-])cc2)cc1 | 0.2 | -0.9
COc1ccc(NC(=O)Nc2ccc3c(c2)C(=O)N([C@@H](C)CO)C[C@H](C)[C@H](CN(C)S(=O)(=O)c2ccc(F)cc2)O3)cc1 | 0.0 | x
Cc1noc(C)c1S(=O)(=O)Nc1cccc2c1O[C@@H](CN(C)C(=O)Nc1ccc3c(c1)OCO3)[C@@H](C)CN([C@H](C)CO)C2=O | 0.6 | x
CC(C)NC(=O)N(C)C[C@H]1Oc2c(NC(=O)c3cnccn3)cccc2C(=O)N([C@@H](C)CO)C[C@@H]1C | 0.6 | x
COc1ccc2[nH]cc(CCNC(N)=O)c2c1 | 0.3 | 4.7
C[C@H]1CN([C@@H](C)CO)C(=O)c2cc(C#CC3CCCCC3)cnc2O[C@@H]1CN(C)C(=O)c1ccncc1 | 2.5 | 9.4
Cc1ccc(NC(=O)COc2cc(C)c(Br)c(C)c2)c([N+](=O)[O-])c1 | 0.1 | -5.4
C[C@@H]1CN([C@H](C)CO)C(=O)c2ccccc2-c2ccccc2CO[C@@H]1CN(C)C(=O)Nc1ccc2c(c1)OCO2 | x | 5.5
CO[C@H]1CN(C)C(=O)c2ccc(NC(=O)C3CC3)cc2OC[C@H](C)N(CC2CCOCC2)C[C@H]1C | 0.4 | 5.2
CCCC#Cc1cnc2c(c1)C(=O)N([C@@H](C)CO)C[C@H](C)[C@H](CN(C)C(=O)c1ccc3c(c1)OCO3)O2 | -6.3 | -21.8
O=C(Cc1ccccn1)NCC[C@@H]1CC[C@@H](NC(=O)CN2CCOCC2)[C@@H](CO)O1 | 0.3 | -5.1
Cc1noc(C)c1S(=O)(=O)Nc1ccc2c(c1)C(=O)N([C@@H](C)CO)C[C@@H](C)[C@H](CN(C)C(=O)Nc1ccc(C(F)(F)F)cc1)O2 | -0.2 | x
C[C@@H]1CN([C@@H](C)CO)S(=O)(=O)c2ccc(C3=CCCCC3)cc2O[C@@H]1CN(C)C | 0.6 | 13.1

Arranged by molecular weight (largest number first): some entries from above.
mol | IDH1 mut inh | EZH2 inh
CO[C@H]1CN(C)C(=O)c2cc(NC(=O)c3ccccc3F)ccc2OC[C@@H](C)N(C(=O)c2ccccc2F)C[C@H]1C | 0.1 | -2.4
Cc1ccc(S(=O)(=O)N(C)C[C@@H]2OCc3cnnn3CCCC(=O)N([C@H](C)CO)C[C@@H]2C)cc1 | 0.4 | -0.1
CC(Sc1ncnc2sc3c(c12)CCCC3)C(=O)Nc1ccc(Br)cc1 (stereo not drawn) | 0.1 | -21.3
Cc1cc(Cl)ccc1N(CC(=O)Nc1cc(Cl)cc(Cl)c1)S(C)(=O)=O | 0.6 | 27.1
CCOC(=O)c1ccccc1NC(=O)C(C)Oc1ccc2c(C)cc(=O)oc2c1 (stereo not drawn) | 1.2 | 6.9

More entries
mol | IDH1 mut inh | EZH2 inh
COc1ccc(NC(=O)N(C)C[C@@H]2Oc3c(cccc3N(C)C)C(=O)N([C@@H](C)CO)C[C@H]2C)cc1 | 2.3 | 2.4
O=C(NCC[C@H]1CC[C@@H](NC(=O)C2CCCCC2)[C@H](CO)O1)c1cnccn1 | -0.2 | 0.4
O=C(O)c1ccccc1C(=O)Nc1ccc(S(=O)(=O)Nc2nccs2)cc1 | -1.3 | 7.2
Cc1noc(C)c1S(=O)(=O)Nc1ccc2c(c1)C(=O)N([C@H](C)CO)C[C@H](C)[C@H](CN(C)C(=O)NC(C)C)OCCCC[C@@H](C)O2 | 2.7 | x
Cc1ccc(S(=O)(=O)N(C)C[C@@H]2Oc3ccc(NS(C)(=O)=O)cc3C(=O)N([C@H](C)CO)C[C@H]2C)cc1 | 0.7 | x
